PI5P4Ka inh: inhibitors of human PI5P4K alpha | PI5P4Kalpha enzyme, ADP-Glo luminescence, 60 min; stronger effect = lower value | hit rate 1.2% among 330,000 | max response, % | P48426; active = max response of -50% or lower; inconclusive = between -30% and -50%; inactive = -30% or higher; also: value at the top dose of about 77 µM; % is scaled to controls: 0 for no effect and ±100 for the full control effect
Target sequence (P48426 whole entry, looked up): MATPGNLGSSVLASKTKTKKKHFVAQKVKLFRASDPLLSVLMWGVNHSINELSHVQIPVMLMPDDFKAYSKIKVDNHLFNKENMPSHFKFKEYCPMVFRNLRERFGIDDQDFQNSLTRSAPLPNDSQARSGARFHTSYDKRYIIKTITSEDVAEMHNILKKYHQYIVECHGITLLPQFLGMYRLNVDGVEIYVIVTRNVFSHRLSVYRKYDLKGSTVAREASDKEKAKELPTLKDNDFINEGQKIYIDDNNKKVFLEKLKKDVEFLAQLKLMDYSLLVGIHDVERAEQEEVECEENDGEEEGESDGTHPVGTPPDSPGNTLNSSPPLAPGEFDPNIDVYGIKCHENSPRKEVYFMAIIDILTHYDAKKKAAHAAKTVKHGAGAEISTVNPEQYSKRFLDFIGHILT
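qHTS, 1536-well: enzyme/substrate mix, compound by pin tool, 5 microM ATP final; RT 60 min; ADP-Glo reagents 1 (45 min) then 2 (30 min); luminescence.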
aSyn yeast inh: inhibitors of alpha-synuclein toxicity in yeast; Yeast expressing alpha-synuclein, growth rescue, BacTiter-Glo, 24 h; Potency, µM (titrated, usually from 46.1 µM), without a hit: at the highest dose growth rescue (activation), hits mostly activators; hit rate 0.14% among 370,000; AID 652106; also: potency is read from the fitted curve at half-maximal effect; % of control where 0% means no effect; nearly all actives have a fitted effect of over 65% in size
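Galactose-induced alpha-syn yeast (OD600=0.02, raffinose-pregrown) + pinned cpd, 24 hr, 30 deg C; growth by BacTiter-Glo luminescence. Growth restoration scores as activation.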
WRN helicase inh: inhibitors of human WRN helicase; Q14191; WRN helicase unwinding, fluorescent forked duplex, kinetic; Potency, µM (titrated, usually from 114 µM), without a hit: top-dose activity change, negative = inhibition, actives largely listed as inhibitors; hit rate 0.46% among 360,000; AID 651768; also: potency is read from the fitted curve at half-maximal effect; % is scaled to controls: 0 for no effect and ±100 for the full control effect; nearly all actives have a fitted effect of over 55% in size
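Kinetic red-fluorescence monitoring (525/598 nm) tracks WRN helicase activity after 100 nM fluorophore-quencher forked duplex and 2 mM ATP are added to 20 nM enzyme pretreated 15 min at room temperature with compound.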
FUS suppressor: suppressors of FUS proteinopathy in yeast | AID 1347120 | hit rate 0.24% among 390,000 | Potency, µM (titrated, usually from 76.6 µM), for inactives: at the top dose growth rescue (activation), hits mostly activators | S. cerevisiae FUS-expressing, growth rescue, OD600, 24 h;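 also: potency is read from the fitted curve at half-maximal effect; plate controls were DMSO vehicle for no effect and reference control for full effect; nearly all actives have a fitted effect of over 55% in size; some results filed as inactive show a strong effect at the top dose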
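Yeast FUS proteinopathy model; galactose-induced FUS (2%), starting OD 0.005. Cpds in dilution series, 24hr, 30C, 99% humidity. Abs 600 nm growth. Pos ctrl CP55940 (top 92uM final); neg ctrl DMSO.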
IL2 activator: activators of IL-2 | IL-2 activation reporter assay, cell-based qHTS; stimulated with anti-CD3/CD4/CD28 beads; in transgenic mouse T cells | activation, % (series mostly up to about 46 µM) | hit rate 0.065% among 360,000; in the data active = activation above about 50%; inconclusive = mostly about 30% to 49%; also: 0% is about no effect
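Screening format: compound pinned onto unstimulated transgenic mouse T cells, 60 min incubation, then anti-CD3/anti-CD4/anti-CD28 bead stimulation for 18 hours at 37 degrees C, followed by EGFP and DsRed detection.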
EPAC1 agonist: EPAC1 (human) agonism | Potency, µM (series often up to 154 µM), for inactives: at the top dose activation, most hits filed as activators | O95398 | EPAC1 agonist qHTS, biochemical assay; response scale: 100% = response to 6.5 mM cAMP | hit rate 0.073% among 360,000; also: potency is read from the fitted curve at half-maximal effect; nearly all actives have a fitted effect of over 60% in size
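Read-out is the fluorescence drop as BODIPY-GDP leaves Rap1B (480 nm excitation, 540 nm emission), recorded every 5 minutes over 30 minutes. Reactions held 100 nM EPAC1, 250 nM Rap1B–BODIPY-GDP and 50 uM GDP, with 6.5 mM cAMP setting full activation.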
EPAC1 antag: blocks human EPAC1 exchange factor; O95398; EPAC1 GEF assay, Rap1b-BODIPY-GDP exchange fluorescence; Potency, µM (highest dose often 115 µM), for the others: top-dose activity change, negative = inhibition, most hits filed as inhibitors; hit rate 0.14% among 360,000;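 also: potency is read from the fitted curve at half-maximal effect; plate controls were vehicle for no effect and positive control for full effect; nearly all actives have a fitted effect of over 50% in size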
Abeta rescue: compounds reversing amyloid beta toxicity in yeast | yeast expressing A-beta42, growth rescue, OD600, 48 h; response scale: 0% DMSO, 100% iron-clioquinol control | Potency, µM (top dose mostly 46.1 µM), for the others: at the top dose growth rescue, actives largely listed as activators | hit rate 0.063% among 410,000 | AID 1347071; also: potency is read from the fitted curve at half-maximal effect; nearly all actives have a fitted effect of over 55% in size
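Growth rescue measured by 600 nm absorbance after 48 h yeast culture at 30 C with compound. Values normalized between DMSO and an equimolar ferric chloride plus clioquinol control.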
PLK1 PBD block: PLK1 (human) polo-box domain binding inhibition | Potency, µM, inactives show max response, negative = inhibition, actives largely listed as inhibitors | Plk1 PBD binding of FITC phosphopeptide, fluorescence polarization | P53350 | hit rate 2.8% among 360,000; also: potency is read from the fitted curve at half-maximal effect; series mostly up to about 57 µM; % is scaled to controls: 0 for no effect and ±100 for the full control effect; nearly all actives have a fitted effect of over 65% in size
Target sequence (P53350 whole entry, looked up, the tested form may be a part): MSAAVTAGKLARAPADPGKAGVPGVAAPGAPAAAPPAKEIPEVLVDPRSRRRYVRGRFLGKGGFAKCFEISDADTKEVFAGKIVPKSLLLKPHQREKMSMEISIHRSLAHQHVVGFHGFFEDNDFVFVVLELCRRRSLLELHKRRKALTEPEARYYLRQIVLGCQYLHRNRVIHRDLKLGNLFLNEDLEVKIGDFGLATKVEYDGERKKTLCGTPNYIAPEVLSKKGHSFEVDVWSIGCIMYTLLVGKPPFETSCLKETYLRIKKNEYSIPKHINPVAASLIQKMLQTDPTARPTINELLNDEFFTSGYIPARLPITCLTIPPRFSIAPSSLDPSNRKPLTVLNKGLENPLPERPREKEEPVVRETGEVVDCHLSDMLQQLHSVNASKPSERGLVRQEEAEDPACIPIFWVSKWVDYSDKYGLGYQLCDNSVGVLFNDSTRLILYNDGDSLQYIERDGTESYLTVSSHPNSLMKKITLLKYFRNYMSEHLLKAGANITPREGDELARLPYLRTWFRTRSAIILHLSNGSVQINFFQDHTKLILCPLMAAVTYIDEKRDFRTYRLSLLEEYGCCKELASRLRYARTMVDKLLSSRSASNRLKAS
An asterisk follows results filed as active; ? = inconclusive; . = not tested or not shown; & = joins results of further samples; [ ] = remark or other dose. Unless noted, calls follow the shape of the dose curve; as a rule, active = well fitted curve in the direction sought with a large enough effect; inconclusive = small, poorly fitted or top-dose-only effect, or another doubt; inactive = no such curve, though single readings can be large; an effect the other way counts as inactive or inconclusive.

SMILES	PI5P4Ka inh	aSyn yeast inh	WRN helicase inh	FUS suppressor	IL2 activator	EPAC1 agonist	EPAC1 antag	Abeta rescue	PLK1 PBD block
O=C1OC(c2cccs2)Sc2ccccc21 (stereo unspecified)	8	-2%	1%[57.1 µM]	-28%	0.7	-17%	-18%	-4%	0%
COc1cc(/C=N/O)ccc1OCc1ccc([N+](=O)[O-])cc1	-5	-10%	-5%	6%	1.0	-4%	2%	13%	4%
O=C(COC(=O)Cc1ccc(Br)cc1)NCc1ccccc1	0	5%	13%	-25%	-0.7	4%	7%	-17%	-3%
Cc1ccc(S(=O)(=O)Nc2c(NC3CCCCC3)c3ccccc3oc2=O)cc1	-1	0%	-10%	2%	0.9	-8%	1%	-3%	-6%
CCCCc1c(C)nc2ccc(OC)cc2c1SCCC(=O)O	-30	3%	-7%	-2%	-1.5	4%	1%	5%	-24%
COC(=O)C1=C(C)N(Cc2cccnc2)C(=O)/C1=C\c1sccc1C	0	17%	-15%	27%	-1.3	-1%	-7%	8%	-3%
Oc1cc(O)cc(/C=C/c2ccc(O)c(O)c2)c1	-53*	-22%&-9%	-9%[11.6 µM]	-34%	-0.2	-6%	-5%	-25%	-13%
Cc1cc(OCC(=O)OCC(=O)NCc2cccs2)ccc1Cl	-2	-5%	?	15%	1.0	5%	-16%	-10%	-7%
COc1ccc(CCNC(=O)c2ccc(S(=O)(=O)N3CCCCC3)cc2)cc1	10	-1%	0%	11%	1.1	2%	-23%	-17%	-5%
Cc1nc(Cn2c3ccc(NC(=S)NC4CCCCC4)cc3c(=O)n2C)cs1	-11	2%	14%	?	-1.0	-20%	-21%	-11%	-13%
O=C(Nc1cccc(S(=O)(=O)NC2=NCCC2)c1)C1CC(=O)N(c2ccc3c(c2)OCCO3)C1 (stereo unspecified)	7	-4%	-15%	44%	1.4	-4%	-18%	-18%	-11%
Cc1cc2c(OCC(O)CNC(C)(C)C)cccc2[nH]1 (stereo unspecified)	-4	-2%	-4%	8%	-1.1	2%	-11%	0%	-8%
COc1cc(C(=O)Nc2nc3ccc(S(C)(=O)=O)cc3s2)cc(OC)c1C	-12	0%	6%	15%	-2.0	-9%	-11%	6%	-3%
CCCCNS(=O)(=O)c1cc(-c2nn(C)c(=O)c3ccccc23)ccc1C	-22	4%	-4%[11.6 µM]	8%	-0.5	2%	-1%	0%	-11%
Cc1ccc(C)c(OCCC(=O)OCC(=O)Nc2ccc(N3CCOCC3)cc2)c1	0	1%	-7%	12%	1.2	-14%	-4%	-4%	3%
Cc1ccc(C(=O)CNc2ccc(C)cc2C)cc1	1	-2%	0%	-9%	-0.3	2%	-28%	18%	?
CCN(CC)c1ccc(S(=O)(=O)N2CCOCC2)cc1NC(=O)COC(=O)COc1ccccc1C	-5	1%	0%	29%	-0.7	16%	1%	19%	-2%
CCOc1ccc(N2CC(C(=O)NCc3cccc(C)c3)CC2=O)cc1 (stereo unspecified)	-11	-1%	1%	1%	0.1	-2%	-5%	5%	6µM*
c1ccc(-c2nn3c(-c4ccccc4)nnc3s2)cc1	.	1%	-10%	-5%	-2.5	5%	10%	16%	-1%
Cc1csc(/C(=N/OC(=O)c2ccco2)C(N)=O)n1	0	4%	-3%	-12%	-0.1	-8%	9%	-5%	?
C=CCn1cc(C(=O)OC)c(=O)c2cc(S(=O)(=O)N(CC)CC)ccc21	.	5%	-5%	-11%	1.1	10%	7%	15%	-3%
CCCCCN1C(C)=CC(=C(C#N)C#N)C=C1C	3	12%	7%	-15%	4.6	-5%	3%	0%	1%
O=C(CSc1nnc(CNC(=O)c2cccs2)o1)Nc1ccc(Br)cc1	0	-1%	3%	-15%	-1.9	-8%	0%	20%	-10%
CSc1ccc(/C=C(\NC(=O)c2ccco2)C(=O)N2CCCCC2)cc1	1	5%	-20%	.	1.3	0%	2%	3%	-1%
CSc1ccccc1NC(=O)CN(c1cc(C)cc(C)c1)S(C)(=O)=O	0	9%	-8%	25%	0.1	8%	-20%	-4%	-10%

Full records as entered above:
Profile of CSc1ccccc1NC(=O)CN(c1cc(C)cc(C)c1)S(C)(=O)=O = PI5P4Ka inh: 0; aSyn yeast inh: 9%; WRN helicase inh: -8%; FUS suppressor: 25%; IL2 activator: 0.1; EPAC1 agonist: 8%; EPAC1 antag: -20%; Abeta rescue: -4%; PLK1 PBD block: -10%
Profile of Cc1nc(Cn2c3ccc(NC(=S)NC4CCCCC4)cc3c(=O)n2C)cs1 = PI5P4Ka inh: -11; aSyn yeast inh: 2%; WRN helicase inh: 14%; FUS suppressor: ?; IL2 activator: -1.0; EPAC1 agonist: -20%; EPAC1 antag: -21%; Abeta rescue: -11%; PLK1 PBD block: -13%

The listing picks up, starting 3 compounds before the break.
SMILES	PI5P4Ka inh	aSyn yeast inh	WRN helicase inh	FUS suppressor	IL2 activator	EPAC1 agonist	EPAC1 antag	Abeta rescue	PLK1 PBD block
O=C(CSc1nnc(CNC(=O)c2cccs2)o1)Nc1ccc(Br)cc1	0	-1%	3%	-15%	-1.9	-8%	0%	20%	-10%
CSc1ccc(/C=C(\NC(=O)c2ccco2)C(=O)N2CCCCC2)cc1	1	5%	-20%	.	1.3	0%	2%	3%	-1%
CSc1ccccc1NC(=O)CN(c1cc(C)cc(C)c1)S(C)(=O)=O	0	9%	-8%	25%	0.1	8%	-20%	-4%	-10%
COc1cccc(COC(=O)c2cc(S(=O)(=O)N3CCOCC3)ccc2Cl)c1OC	17	2%	-3%	32%	0.3	7%	-18%	6%	7%
COc1ccc(C(=O)c2ccc(Br)cc2)c(OC)c1OC	6	25%	-12%	13%	-0.2	11%	-4%	-1%	1%
CCOC(=O)c1cnc(-c2cccc(OC)c2)[nH]c1=O	0	18%	-2%	16%	-1.3	12%	-11%	3%	-9%
O=C(NC1CC1)C1CCN(S(=O)(=O)c2ccc(Cl)c([N+](=O)[O-])c2)CC1	-14	0%	-1%	12%	0.6	8%	-6%	-1%	-11%
COc1cccc2cc(/C(C)=N/NC(=O)c3ccco3)oc12	-1	2%	-19%	18%	-1.3	-5%	-1%	-26%	-15%
COc1cccc(N2CCN(c3ccc4nnc(CCC(=O)Nc5ccccn5)n4n3)CC2)c1	2	-2%	-6%	-11%	-0.4	14%	-2%	11%	-2%
CC(C)(C)c1ccc(C(=O)CS(=O)(=O)c2ccccc2)cc1	-5	13%	1%	18%	0.4	19%	-9%	-6%	-14%
CCn1c(-c2cccc(Cl)c2)n[nH]c1=S	-1	5%	0%	-14%	1.3	-3%	10%	29%	-10%
C/C(=N\NC(=O)COc1ccc(C#N)cc1)c1ccc(N2CCOCC2)cc1	1	3%	4%	4%	-1.1	7%	2%	3%	-1%
COC(c1ccccc1)c1nnc(CCC(=O)N(C)Cc2cccc(-n3cccn3)c2)o1 (stereo unspecified)	0	13%	6%	4%	5.5	7%	-2%	7%	-13%
CCCCC[C@@H]1C=C(C(=O)O)[C@H](c2ccc(F)cc2)N1S(=O)(=O)c1ccc(C)cc1	12	-7%	-4%	23%	-0.5	-6%	-5%	6%	-28%
COc1ccc(C2CC(c3ccccc3)=NN2C(=O)COC(=O)COc2ccccc2)cc1 (stereo unspecified)	2	2%	-12%	-6%	-1.5	9%	-7%	-7%	-2%
Cc1ccc(NC(=O)c2ccc(=O)[nH]n2)cc1S(=O)(=O)Nc1ccc(SC(F)F)cc1	-11	7%	-6%	-10%	0.7	-6%	-25%	-2%	-8%
CCOc1ccc(N(CC(=O)NC2CCCC2)C(=O)CCCC(=O)Nc2ccccn2)cc1	1	24%	2%	13%	-1.2	0%	4%	8%	1%
Cn1ccnc1SCc1ccc([N+](=O)[O-])cc1	.	-2%	-3%	8%	4.2	0%	12%	4%	-9%
COc1ccc(NC(=O)COc2coc(CN3CCCc4ccccc43)cc2=O)cc1	-1	-1%	-16%	-4%	-3.2	4%	12%	3%	-2%
CC(C)OC(=O)CCC(=O)Nc1nc2ccccc2s1	.	7%	-7%	10%	-0.6	6%	0%	10%	-3%
COC(=O)[C@@]12C[C@@H](CC(=O)NCC3CCCCC3)C(=O)N(Cc3ccc4c(c3)OCO4)C1=CCC(C)(C)C2	1	0%	-6%	37%	-0.5	-12%	-3%	15%	-4%
COC(=O)c1cc(OC)c(OC)cc1NCC(=O)Nc1ccc(OC)c(OC)c1	3	-2%	-17%	17%	0.1	-4%	2%	-8%	3%
CCOC(=O)C1(CC2CC2)CCN(Cc2cnc(N(C)C)s2)CC1	2	-2%	-2%	-6%	0.1	-3%	15%	3%	-2%
Nc1ncnc2c1ncn2[C@@H]1O[C@H](CNCc2ccccc2OCc2ccc(Cl)cc2Cl)[C@@H](O)[C@H]1O	1	1%	6%	-3%	-0.3	11%	-6%	11%	-4%

Gathered by group: the compounds so far with a furan ring, fused or not.
SMILES	PI5P4Ka inh	aSyn yeast inh	WRN helicase inh	FUS suppressor	IL2 activator	EPAC1 agonist	EPAC1 antag	Abeta rescue	PLK1 PBD block
Cc1csc(/C(=N/OC(=O)c2ccco2)C(N)=O)n1	0	4%	-3%	-12%	-0.1	-8%	9%	-5%	?
CSc1ccc(/C=C(\NC(=O)c2ccco2)C(=O)N2CCCCC2)cc1	1	5%	-20%	.	1.3	0%	2%	3%	-1%
COc1cccc2cc(/C(C)=N/NC(=O)c3ccco3)oc12	-1	2%	-19%	18%	-1.3	-5%	-1%	-26%	-15%

Bioassay records deposited in PubChem BioAssay by National Center for Advancing Translational Sciences (NCATS).
